High-throughput results (PubChem BioAssay)
GASC1 inh = inhibitors of human demethylase GASC-1 KDM4C; 96,000 tested, 0.15% active; Q9H3R0; inhibition, % at 12.5 µM; GST-KDM4C 2-372, H3K9me3 peptide, LANCE TR-FRET;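 active = mean replicate inhibition above about 25%, with at least 55% of replicates also reaching it, limit read from the data, passing the limit was not always enough; inconclusive = only one of those two conditions met; inactive = neither condition met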
Target sequence (Q9H3R0 2-372 limits assumed): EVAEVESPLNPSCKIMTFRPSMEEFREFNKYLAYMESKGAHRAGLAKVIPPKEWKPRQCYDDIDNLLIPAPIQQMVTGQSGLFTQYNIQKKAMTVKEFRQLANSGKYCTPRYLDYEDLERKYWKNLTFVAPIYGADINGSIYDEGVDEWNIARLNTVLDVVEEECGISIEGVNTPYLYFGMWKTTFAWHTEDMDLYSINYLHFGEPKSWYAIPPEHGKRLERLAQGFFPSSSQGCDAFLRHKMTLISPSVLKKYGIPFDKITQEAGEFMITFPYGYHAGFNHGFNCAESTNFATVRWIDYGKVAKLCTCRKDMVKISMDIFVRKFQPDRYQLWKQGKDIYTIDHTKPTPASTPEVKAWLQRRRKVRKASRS
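Test system: N-terminal GST-fused human GASC-1 (KDM4C) fragment, residues 2-372; quantity: GASC-1 enzyme at 10 nM final in reaction; dosing: single dose; schedule: 30 min demethylation and 1 h detection at room temperature; signal: LANCE TR-FRET, excitation 340 nm, emissions 618 and 671 nm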
C diff growth = blocks growth of Clostridium difficile | Clostridium difficile clinical isolate growth, OD600, 24 h; active compounds read low | growth activity, negative = inhibition, % at 16 µg/mL (by protocol) | 86,000 tested, 0.25% active | AID 1259249;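 active = mean growth activity at or below -80% and every replicate also at or below -80%; inconclusive = mean at or below -80% but some replicate above -80%; inactive = mean growth activity above -80%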;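 also: 0% = DMSO wells and -100% = levofloxacin 16 µg/mL wells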
Pf Dd2 growth = P. falciparum Dd2 growth inhibition; SYBR Green, 72 h; active compounds read low; activity change, % at 10 µM; 94,000 tested, 2.3% active; in the data active = activity change below about -80%; inconclusive = no clear call, values can overlap the other calls
T cruzi growth = inhibitors of T. cruzi proliferation | T. cruzi beta-gal in NIH3T3, GalScreen luminescence, 90 h | inhibition, % at 8.34 µM | 77,000 tested, 5.9% active;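 active = mean inhibition above about 93%, with at least 55% of replicates each passing it, limit read from the data, passing the limit was not always enough; inconclusive = only one of those two conditions holds; inactive = neither condition holds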
* = called active by the depositor; ? = inconclusive; . = no result given.

| SMILES | GASC1 inh | C diff growth | Pf Dd2 growth | T cruzi growth |
| --- | --- | --- | --- | --- |
| CO[C@H]1CN(C)C(=O)c2cc(NC(=O)NC(C)C)ccc2OC[C@@H](C)N(Cc2ccccc2)C[C@@H]1C | 0.2 | . | -31 | -4 |
| C[C@@H]1CN([C@@H](C)CO)C(=O)Cc2cc(NC(=O)C3CCCCC3)ccc2O[C@@H]1CN(C)C(=O)Nc1ccc2c(c1)OCO2 | 1.1 | -5 | 15 | -3 |
| Cc1ccccc1S(=O)(=O)NCC[C@H]1CC[C@@H](NS(=O)(=O)c2ccccc2C)[C@@H](CO)O1 | 0.9 | . | -23 | -37 |
| COc1ccc(S(=O)(=O)Nc2ccc3c(c2)C(=O)N([C@@H](C)CO)C[C@H](C)[C@@H](CN(C)C(=O)c2ccccc2)OCCCC[C@@H](C)O3)cc1 | -0.9 | -4 | -89* | 5 |
| O=C(C[C@@H]1C[C@H]2c3cc(NC(=O)CC4CC4)ccc3O[C@H]2[C@@H](CO)O1)NCc1ccncc1 | 2.2 | 3 | 15 | -9 |
| Cc1noc(C)c1NC(=O)N(C)C[C@@H]1Oc2ccc(NC(=O)Nc3cccc4ccccc34)cc2C(=O)N([C@@H](C)CO)C[C@@H]1C | -0.9 | 1 | 24 | 33 |
| C[C@@H]1CCCCO[C@@H](CN(C)S(=O)(=O)c2ccccc2)[C@H](C)CN([C@@H](C)CO)C(=O)c2cc(NC(=O)Nc3ccccc3)ccc2O1 | -0.1 | . | -28 | 20 |
| O=C(C1CCCC1)N1CC[C@H]2[C@H](CO)Nc3ccc(-c4cccc(F)c4)cc3[C@H]21 | . | 28 | -49 | . |
| CC=Cc1ccc2n(c1=O)C[C@H]1[C@H](CO)[C@@H](C(=O)NCC)N(Cc3cccc(F)c3)[C@@H]21 (mixture of isomers) | 8.4 | -2 | -1 | 58 |
| C[C@H](CO)N1C[C@H](C)[C@H](CN(C)CC2CCOCC2)Oc2ncc(C#Cc3ccc(F)cc3)cc2C1=O | 2.8 | 16 | -40 | 2 |
| CC(C)NC(=O)N(C)C[C@H]1OCc2cn(nn2)CCCC(=O)N([C@@H](C)CO)C[C@H]1C | 0.2 | -2 | -2 | ? |
| C[C@H]1CN([C@@H](C)CO)C(=O)c2cc(NC(=O)Nc3cccc4ccccc34)ccc2O[C@@H]1CN(C)CC1CCCCC1 | -0.8 | . | 29 | -97 |
| CC(C)NC(=O)N(C)C[C@H]1OCCCC[C@H](C)Oc2ccc(NS(=O)(=O)c3ccccc3)cc2C(=O)N([C@H](C)CO)C[C@H]1C | . | 4 | 22 | -101 |
| N#C[C@@H]1[C@H](c2ccccc2C2=CCCC2)[C@H](CO)N1C(=O)C1CCOCC1 | 1.4 | -7 | 37 | . |
| CC(C)CC#Cc1cnc2c(c1)C(=O)N([C@@H](C)CO)C[C@H](C)[C@@H](CN(C)Cc1ccc(C(=O)O)cc1)O2 | -0.1 | -5 | -8 | 19 |
| C[C@H](CO)N1C[C@H](C)[C@@H](CN(C)C(=O)c2ccccc2)OCCCC[C@H](C)Oc2ccc(NC(=O)CCCN(C)C)cc2C1=O | 1.4 | 0 | 30 | 50 |
| CCC(=O)N1CC2(C1)[C@@H](c1ccc(C3=CCCC3)cc1)[C@@H](CO)N2C(=O)COC | 0.7 | 1 | 40 | . |
| CCC(=O)N(C)C[C@@H]1Oc2cc(C#CCOC)ccc2S(=O)(=O)N([C@@H](C)CO)C[C@H]1C | 19 | 0 | -5 | 68 |
| COc1ccc(S(=O)(=O)N(C)C[C@H]2OCCCC[C@H](C)Oc3ccc(NC(=O)Cc4ccccc4)cc3C(=O)N([C@@H](C)CO)C[C@@H]2C)cc1 | -3.6 | 0 | -83* | ? |
| COCC(=O)Nc1ccc2c(c1)C(=O)N(C)C[C@@H](OC)[C@@H](C)CN(C(=O)c1ccccc1F)[C@@H](C)CO2 | 1.4 | . | -15 | -12 |

Some of the entries so far, with two lines to a compound.
Values run as follows: GASC1 inh	C diff growth	Pf Dd2 growth	T cruzi growth
> CCC(=O)N1CC2(C1)[C@@H](c1ccc(C3=CCCC3)cc1)[C@@H](CO)N2C(=O)COC
    0.7	1	40	.
> CCC(=O)N(C)C[C@@H]1Oc2cc(C#CCOC)ccc2S(=O)(=O)N([C@@H](C)CO)C[C@H]1C
    19	0	-5	68

Part of the list above, with values under each structure.
Values run as follows: GASC1 inh	C diff growth	Pf Dd2 growth	T cruzi growth
> C[C@H](CO)N1C[C@H](C)[C@H](CN(C)CC2CCOCC2)Oc2ncc(C#Cc3ccc(F)cc3)cc2C1=O
    2.8	16	-40	2
> CC(C)NC(=O)N(C)C[C@H]1OCc2cn(nn2)CCCC(=O)N([C@@H](C)CO)C[C@H]1C
    0.2	-2	-2	?
> C[C@H]1CN([C@@H](C)CO)C(=O)c2cc(NC(=O)Nc3cccc4ccccc34)ccc2O[C@@H]1CN(C)CC1CCCCC1
    -0.8	.	29	-97
> CC(C)NC(=O)N(C)C[C@H]1OCCCC[C@H](C)Oc2ccc(NS(=O)(=O)c3ccccc3)cc2C(=O)N([C@H](C)CO)C[C@H]1C
    .	4	22	-101
> N#C[C@@H]1[C@H](c2ccccc2C2=CCCC2)[C@H](CO)N1C(=O)C1CCOCC1
    1.4	-7	37	.
> CC(C)CC#Cc1cnc2c(c1)C(=O)N([C@@H](C)CO)C[C@H](C)[C@@H](CN(C)Cc1ccc(C(=O)O)cc1)O2
    -0.1	-5	-8	19
> C[C@H](CO)N1C[C@H](C)[C@@H](CN(C)C(=O)c2ccccc2)OCCCC[C@H](C)Oc2ccc(NC(=O)CCCN(C)C)cc2C1=O
    1.4	0	30	50
> CCC(=O)N1CC2(C1)[C@@H](c1ccc(C3=CCCC3)cc1)[C@@H](CO)N2C(=O)COC
    0.7	1	40	.
> CCC(=O)N(C)C[C@@H]1Oc2cc(C#CCOC)ccc2S(=O)(=O)N([C@@H](C)CO)C[C@H]1C
    19	0	-5	68
> COc1ccc(S(=O)(=O)N(C)C[C@H]2OCCCC[C@H](C)Oc3ccc(NC(=O)Cc4ccccc4)cc3C(=O)N([C@@H](C)CO)C[C@@H]2C)cc1
    -3.6	0	-83*	?
> COCC(=O)Nc1ccc2c(c1)C(=O)N(C)C[C@@H](OC)[C@@H](C)CN(C(=O)c1ccccc1F)[C@@H](C)CO2
    1.4	.	-15	-12

Later entries.
| SMILES | GASC1 inh | C diff growth | Pf Dd2 growth | T cruzi growth |
| --- | --- | --- | --- | --- |
| CCCNC(=O)N1CC2(CCN(C(=O)c3ccncc3)CC2)c2c([nH]c3cc(OC)ccc23)[C@H]1CO | 0.1 | 7 | 9 | . |
| CN1C(=O)c2cc(NC(=O)C3CCCC3)ccc2OC[C@H]2O[C@H](CC(=O)NCC(F)(F)F)CC[C@H]21 | 3.2 | -5 | -11 | -53 |
| Cc1noc(C)c1S(=O)(=O)Nc1ccc2c(c1)C(=O)N([C@@H](C)CO)C[C@H](C)[C@H](CN(C)C)O2 | 1.2 | 4 | 8 | 1 |
| C[C@H](CO)N1C[C@H](C)[C@@H](CN(C)C)Oc2ccc(NC(=O)CCN3CCOCC3)cc2CC1=O | 0.4 | 0 | 21 | . |
| COc1ccc(S(=O)(=O)Nc2ccc3c(c2)[C@@H]2C[C@H](CC(=O)N(C)C)O[C@@H](CO)[C@@H]2O3)cc1 | -1.3 | -4 | 22 | 9 |
| C[C@H]1CN([C@@H](C)CO)S(=O)(=O)c2ccc(C#Cc3ccccn3)cc2O[C@H]1CN(C)C(=O)C1CC1 | -0.6 | 0 | -16 | 48 |
| CCC(=O)N1CC2(C1)[C@H](c1ccccc1)[C@H](CO)N2CC1CC1 | -0.8 | -3 | 4 | . |
| C[C@@H]1CN([C@H](C)CO)C(=O)c2cc(NS(C)(=O)=O)ccc2O[C@@H]1CN(C)C(=O)Nc1cccc2ccccc12 | -0.9 | -1 | 21 | 41 |
| C[C@@H]1CCCCO[C@H](CN(C)C(=O)Nc2ccc(C(F)(F)F)cc2)[C@@H](C)CN([C@@H](C)CO)C(=O)c2cc(NC(=O)Nc3ccc(C(F)(F)F)cc3)ccc2O1 | -0.5 | 4 | -88* | 112* |
| C[C@@H]1CN([C@@H](C)CO)C(=O)c2cc(/C=C/c3ccccc3)cnc2O[C@H]1CN(C)C(=O)Cc1ccccn1 | -3.1 | 4 | -21 | 101* |
| COCC#Cc1cnc2c(c1)C(=O)N([C@@H](C)CO)C[C@@H](C)[C@H](CN(C)C(=O)C1CCC1)O2 | 0.2 | -2 | 16 | 46 |
| CCCC(=O)Nc1ccc2c(c1)C(=O)N(C)C[C@H](OC)[C@H](C)CN[C@@H](C)CO2 | 0.4 | 1 | . | -17 |
| CCCNC(=O)N1CC(=O)N2[C@@H](CO)[C@@H](c3ccc(C#Cc4ccc(F)cc4)cc3)[C@@H]2C1 | -0.2 | -2 | 8 | . |
| COc1ccc(NC(=O)Nc2ccc3c(c2)C(=O)N([C@@H](C)CO)C[C@H](C)[C@@H](CN(C)C(=O)c2ccccc2)OCCCC[C@H](C)O3)cc1 | -1.6 | 2 | -33 | 56 |
| O=C(C[C@H]1C[C@H]2c3cc(NC(=O)Nc4ccccc4F)ccc3O[C@H]2[C@@H](CO)O1)NCCc1ccccc1 | -1.0 | -5 | -26 | 39 |
| CO[C@@H]1CN(C)C(=O)c2cc(NC(=O)NC(C)C)ccc2OC[C@@H](C)N(Cc2cncnc2)C[C@@H]1C | 0.1 | -9 | 23 | -14 |
| C[C@@H]1CCCCO[C@@H](CN(C)C(=O)NC2CCCCC2)[C@@H](C)CN([C@@H](C)CO)C(=O)c2cc(NC(=O)C3CCCCC3)ccc2O1 | -0.7 | 14 | -69 | 69 |
| C[C@@H]1CCCCO[C@H](CN(C)CC2CC2)[C@H](C)CN([C@H](C)CO)C(=O)c2cc(NS(=O)(=O)c3ccc(F)cc3)ccc2O1 | 2.2 | 10 | -68 | . |
| CC(C)NC(=O)N(C)C[C@@H]1Oc2c(NC(=O)c3ccncc3)cccc2C(=O)N([C@H](C)CO)C[C@@H]1C | -2.1 | -2 | 16 | . |
| CCCN1[C@@H]2c3ccc(/C=C/c4ccccc4)c(=O)n3C[C@@H]2[C@@H](CO)[C@@H]1C(=O)NCC1CC1 | 5.4 | 15 | -32 | 7 |
| C[C@H](CO)N1C[C@H](C)[C@@H](CN(C)C(=O)NC2CCCC2)Oc2ncc(C3=CCCC3)cc2C1=O | 1.1 | 3 | -47 | . |
| O=C([C@H]1[C@H](CO)[C@H]2Cn3c(ccc(-c4ccccc4)c3=O)[C@H]2N1CCC(F)(F)F)N1CCOCC1 | 3.6 | 0 | 7 | 16 |
| CNC[C@@H]1Oc2ccc(NC(=O)NC(C)C)cc2C(=O)N([C@@H](C)CO)C[C@@H]1C | 0.9 | -1 | 9 | 43 |
| C[C@@H]1CN([C@H](C)CO)C(=O)c2cccc(NC(=O)Nc3ccc(F)cc3)c2O[C@@H]1CN(C)S(=O)(=O)c1ccc(F)cc1 | -0.7 | -5 | -10 | 2 |
| COCC(=O)N1C[C@H](C)[C@H](OC)CN(C)C(=O)c2ccc(NC(=O)Nc3cccc(F)c3)cc2OC[C@@H]1C | 0.1 | . | . | -7 |
| C[C@@H]1CN([C@@H](C)CO)C(=O)c2cccc(NC(=O)C3CCCCC3)c2O[C@@H]1CN(C)CC1CCCCC1 | 2.2 | 3 | -21 | -38 |
| C[C@@H](NC(=O)C[C@H]1CC[C@H](NC(=O)C2CC2)[C@H](CO)O1)c1ccccc1 | -1.3 | 1 | 1 | . |
| COc1ccc(CN2CC3(CN(C(=O)C4CCOCC4)C3)c3c(n(C)c4cc(OC)ccc34)[C@@H]2CO)cc1 | -1.0 | 0 | -30 | . |
| C[C@@H]1CCCCO[C@@H](CN(C)Cc2ccc3c(c2)OCO3)[C@@H](C)CN([C@H](C)CO)C(=O)c2cc(NS(=O)(=O)c3ccc(F)cc3)ccc2O1 | -0.5 | . | -33 | 24 |
| COCC#Cc1ccc2c(c1)O[C@@H](CN(C)S(=O)(=O)c1ccc(OC)cc1)[C@@H](C)CN([C@@H](C)CO)S2(=O)=O | 2.1 | 7 | -10 | . |
| Cc1noc(C)c1S(=O)(=O)Nc1ccc2c(c1)C(=O)N([C@H](C)CO)C[C@@H](C)[C@H](CN(C)C(=O)Nc1cccc3ccccc13)OCCCC[C@@H](C)O2 | -4.1 | 10 | -26 | 83 |
